# Source: PubChem BioAssay
# MOR-DOR ag: OPRM1-OPRD1 heterodimerization agonism | activation, % at 9.3 µM | cells, luminescence | P35372+P41143 | actives 0.3% (n = 340,000); in the data active = activation above about 18%;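 also: 0% = vehicle-treated cells and 100% = reference agonist; values of inactives mirror those of a sister screen read the other way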
# OPRM1-OPRD1 inv: mu-delta opioid heterodimer inverse agonism; actives 0.21% (n = 340,000); inhibition, % at 9.3 µM; cell-based MOR-DOR heterodimer luminescence; AID 504357; P35372+P41143; in the data active = inhibition above about 22%, passing the limit was not always enough;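 also: 0% = cells with DMSO and 100% = wells without cells with DMSO; values of inactives mirror those of a sister screen read the other way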
# HTR5A ag: HTR5A agonism, opioid heterodimer counter-screen | actives 0.61% (n = 340,000) | P47898 | activation, % at 9.3 µM | HTR5A agonist assay, luminescence, cell-based; in the data active = activation mostly above about 9.5%, no sharp cut-off; inactive = mostly below about 7.6%;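 also: 0% = cells with vehicle only and 100% = reference agonist; strong numbers were not always called active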
# Target sequence (P47898 whole entry, looked up): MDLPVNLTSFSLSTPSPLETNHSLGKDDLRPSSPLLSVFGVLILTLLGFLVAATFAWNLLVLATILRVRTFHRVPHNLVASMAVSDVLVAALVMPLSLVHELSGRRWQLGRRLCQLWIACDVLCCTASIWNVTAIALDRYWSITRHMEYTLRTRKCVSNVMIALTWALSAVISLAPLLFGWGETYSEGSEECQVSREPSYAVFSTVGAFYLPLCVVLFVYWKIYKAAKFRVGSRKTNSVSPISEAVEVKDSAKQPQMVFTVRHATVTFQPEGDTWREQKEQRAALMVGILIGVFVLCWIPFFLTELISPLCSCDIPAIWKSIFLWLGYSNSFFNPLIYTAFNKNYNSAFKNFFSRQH
# HTR5A inv ctr: inverse agonist of human HTR5A in OPRM1-OPRD1 counter-screen; inhibition, % at 9.3 µM; HTR5A cell line, luminescence, inverse agonism; AID 504634; P47898; actives 0.083% (n = 340,000); in the data active = inhibition mostly above about 23%, no sharp cut-off; inactive = mostly below about 18%;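 also: 0% = cells with DMSO and 100% = no-cell wells with DMSO; some compounds called inactive have numbers as strong as hits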
# V-ATPase pH: regulators of yeast V-ATPase proton transport; S. cerevisiae, pHLuorin cytosolic pH fluorescence; response, % at 10 µM; actives 0.37% (n = 350,000); AID 504577; in the data active = response mostly above about 7.3%, no sharp cut-off; inactive = mostly below about 5.4%; also: actives read high; inactives centre near 0; some compounds called inactive have numbers as strong as hits; reference of the scale not given here
# Keap1-Nrf2 PPI: inhibitors of human Keap1-Nrf2 protein-protein interaction. Q14145. Keap1 Kelch-Nrf2 peptide fluorescence polarization, 1536-well. inhibition, % at 9.4 µM. actives 0.15% (n = 340,000). AID 504523; in the data active = inhibition above about 12%;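 also: human Keap1 Kelch domain with fluorescein labeled Nrf2 9mer peptide probe; 0% = neutral control wells and 100% = peptide positive control; higher means more block of Keap1 binding to Nrf2 peptide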
# Target sequence (Q14145 whole entry, looked up, the tested form may be a part): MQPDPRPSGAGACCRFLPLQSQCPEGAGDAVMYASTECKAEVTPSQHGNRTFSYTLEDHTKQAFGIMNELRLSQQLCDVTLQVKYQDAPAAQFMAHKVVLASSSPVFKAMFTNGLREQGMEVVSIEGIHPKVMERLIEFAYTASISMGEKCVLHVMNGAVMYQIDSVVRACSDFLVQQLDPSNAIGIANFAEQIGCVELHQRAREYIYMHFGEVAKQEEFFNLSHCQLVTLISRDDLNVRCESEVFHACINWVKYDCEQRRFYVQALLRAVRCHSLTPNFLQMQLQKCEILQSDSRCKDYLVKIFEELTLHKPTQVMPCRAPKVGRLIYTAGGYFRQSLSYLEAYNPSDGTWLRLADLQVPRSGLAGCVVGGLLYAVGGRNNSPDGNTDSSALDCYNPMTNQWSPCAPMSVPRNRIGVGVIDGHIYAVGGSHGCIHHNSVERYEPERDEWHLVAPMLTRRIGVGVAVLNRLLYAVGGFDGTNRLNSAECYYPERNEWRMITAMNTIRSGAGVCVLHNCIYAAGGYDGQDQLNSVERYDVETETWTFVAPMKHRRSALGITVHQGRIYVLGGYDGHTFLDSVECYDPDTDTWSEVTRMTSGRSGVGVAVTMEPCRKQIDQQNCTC
# RTF Ca sens inh: cardiac RTF calcium desensitization | actives 0.12% (n = 340,000) | P19429+P45379 | IANBD-labeled cardiac RTF, Ca2+ fluorescence | inhibition, % at 7.15 µM;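 active = inhibition above the mean inhibition of all tested compounds plus 3 SD, cut at about 17% in these data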;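 also: assay run at fixed EC70 calcium of 1.6 mM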
# CAL PDZ FP: CAL PDZ (human) peptide binding inhibition. inhibition, % at 24.9 µM. actives 0.92% (n = 300,000). Q9HD26. purified CAL PDZ, TMR-peptide fluorescence polarization, 1 h;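 active = mean inhibition of at least 30% with at least half of replicates also reaching 30%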;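 also: 0% = DMSO neutral control and 100% = excess unlabeled competitor peptide PRC23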
# cardiac RTF act: increases calcium sensitivity of human cardiac regulated thin filaments; P19429+P45379; IANBD-labeled TnC RTF fluorescence at EC20 calcium; 0% EC20 calcium, 100% full calcium; activation, % at 7.2 µM; actives 0.24% (n = 340,000); AID 493008;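 active = activation above the mean over all tested compounds plus 3 SD, cut at about 30% in these data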;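 also: rise in fluorescence read as greater calcium sensitivity of cardiac thin filaments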
# C-LANA FP: blocks KSHV LANA C-terminal domain binding to DNA; inhibition, % at 9 µM; actives 0.078% (n = 340,000); MBP-C-LANA/FAM-LBS DNA binding, fluorescence polarization;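 active = highest replicate inhibition at or above 60% at 9 µM, even if other replicates fall short; inactive = all replicates below 60% inhibition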;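 also: 0% = neutral control wells and 100% = 4 µM acridine orange control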
# An asterisk follows results filed as active; x = not tested or not shown. No enrichment for hits; any-hit rate near 2.8%.
SMILES,MOR-DOR ag,OPRM1-OPRD1 inv,HTR5A ag,HTR5A inv ctr,V-ATPase pH,Keap1-Nrf2 PPI,RTF Ca sens inh,CAL PDZ FP,cardiac RTF act,C-LANA FP
N#Cc1cc2c(nc1SCC(=O)N1CCCCC1)CCCC2,-2.5,15,0,2,1,-1,-10,-8,3,-0.2
Cc1ccccc1N1CC(C(=O)Nc2nnc(SCCC3OCCO3)s2)CC1=O (configuration not stated),-1.5,8,1,-1,-2,1,-6,-2,-3,-0.9
O=C(COc1ccccc1)NC(=S)Nc1ccc2c3c(cccc13)CC2,0.0,0,4,-9,-5,-1,-2,-5,-5,-3.0
C=CCOc1ccc(C2C(C(=O)c3ccco3)=C(O)C(=O)N2CCCN(CC)CC)cc1 (configuration not stated),-2.1,12,3,1,-1,0,-26,0,-3,-0.9
O=C(C=Cc1ccco1)c1ccc2ccccc2c1,-0.7,4,1,-5,-5,0,-1,-3,-3,0.4
CN(Cc1cn(C)nc1-c1ccccc1F)Cc1nccn1C,-1.9,10,2,-20,2,-3,1,x,4,-0.7
C[C@H](NC(=O)c1cc2c(cn1)[nH]c1ccccc12)C(=O)O,-0.8,5,-1,5,-1,2,-6,0,2,2.8
COc1ccc(CC(=O)Nc2ccc(C(C)=O)cc2)cc1,-2.2,10,1,-2,-1,1,-4,-2,4,0.3
COc1ccc(C(C)(C)C)cc1NC(=O)CCCn1c(=O)oc2ccccc21,2.4,-12,1,-3,-3,-1,-11,-2,4,-0.5
Cn1c(-c2cccc(OCc3ccccc3)c2)nc2c1c(=O)[nH]c(=O)n2Cc1ccccc1,-1.6,9,-1,10,0,0,1,-1,1,0.1
Cc1ccc(-c2nc(N3CCOCC3)sc2C(=O)N2CCOCC2)cc1,-2.4,13,-2,-10,-1,0,11,-5,4,-0.2
Clc1ccc2c(SCC3CO3)c3ccccc3nc2c1 (configuration not stated),15,-71,6,-22,-13,-2,-21,-1,3,-2.0
O=C(c1ccco1)N1CCCC(c2nc3c(nnn3Cc3c(Cl)cccc3Cl)c(=O)[nH]2)C1 (configuration not stated),-2.5,16,2,-6,3,-7,10,-5,-10,1.1
CCn1c2ccccc2c2nc3cc(OC)c(OC)cc3nc21,-0.5,3,2,-27,-2,-6,0,-4,-1,1.9
NS(=O)(=O)c1ccc(CNC(=O)Cc2c(F)cccc2Cl)cc1,-0.3,1,1,2,-2,0,-5,-3,-3,1.4
Cc1ccc(NC(=O)c2ccc(OC(F)F)cc2)cc1S(=O)(=O)N(C)C,1.9,-10,4,11,2,-6,4,-3,8,-1.4
CCOC(=O)c1ccc2[nH]c3ccccc3c2c1,5.6,-28,5,7,1,-2,0,-3,-2,-0.8
COc1ccc(NC(=O)c2cc(-c3ccco3)on2)cc1OC,0.5,-4,9,-6,0,-2,2,0,-2,-0.8
Cc1cc(C)n(C(=O)CSc2ccc(Cl)cc2)n1,-2.1,10,3,4,3,-2,1,-3,-2,2.8
CC(C)OC(=O)n1c(=S)oc2ccccc21,-0.7,4,-2,0,-1,6,-2,1,-3,0.1

# Entries of single compounds, quoted from the list. Values in the order: MOR-DOR ag | OPRM1-OPRD1 inv | HTR5A ag | HTR5A inv ctr | V-ATPase pH | Keap1-Nrf2 PPI | RTF Ca sens inh | CAL PDZ FP | cardiac RTF act | C-LANA FP
# Clc1ccc2c(SCC3CO3)c3ccccc3nc2c1 (configuration not stated) is listed with 15 | -71 | 6 | -22 | -13 | -2 | -21 | -1 | 3 | -2.0
# Cc1cc(C)n(C(=O)CSc2ccc(Cl)cc2)n1 is listed with -2.1 | 10 | 3 | 4 | 3 | -2 | 1 | -3 | -2 | 2.8

# (more compounds)
SMILES,MOR-DOR ag,OPRM1-OPRD1 inv,HTR5A ag,HTR5A inv ctr,V-ATPase pH,Keap1-Nrf2 PPI,RTF Ca sens inh,CAL PDZ FP,cardiac RTF act,C-LANA FP
CCN(Cc1cc(=O)n2ccsc2n1)c1cccc2ccccc12,3.6,-26,5,-5,-2,-1,-1,-3,-4,1.1
Cc1cccc(N(C)C(=O)CCS(=O)(=O)c2cc3c(cc2Cl)NC(=O)CO3)c1,-1.7,10,8,-24,1,-1,-11,x,5,0.7
Cc1ccc(NC(=O)c2nc[nH]c2C(=O)N2CCC(C)CC2)cc1,6.3,-35,-4,9,3,-3,-18,0,10,-3.8
COc1ccc(N2CCN(c3nc4c(c(=O)n(C)c(=O)n4C)n3Cc3ccccc3)CC2)cc1,0.4,-2,3,-8,-2,-1,-8,-4,-5,2.3
O=C(NC1CCCCC1)c1ccccc1C(F)(F)F,0.6,-3,2,-7,1,-2,-20,13,2,-0.1
c1coc(-c2nnc3sc(-c4cccs4)nn23)c1,-2.4,13,-3,-20,6,-6,-3,-2,3,1.2
CN(C)CCNC(=O)Cn1nc(C(F)F)cc1C1CC1,-1.9,10,-2,6,-4,-3,-1,x,-3,-1.8
O=C1/C(=C\c2ccco2)CCC/C1=C\c1ccco1,2.5,-14,2,-13,-3,-7,-31,-3,7,2.9
Cc1ccc2nc(-c3ccccc3Cl)cc(C(=O)Nc3cc(C)on3)c2c1,0.8,-3,3,-7,-6,4,1,-3,-3,-0.8
COc1ccc(-n2nc3ccc(NS(C)(=O)=O)cc3n2)cc1Cl,7.4,-37,5,-13,1,0,-5,1,1,-0.5
CCn1c(SCC(=O)N(C)CC(=O)Nc2ccc(OC)cc2)nnc1-c1ccco1,-3.4,18,-2,5,-2,-5,-16,x,3,2.4
CC(C)Oc1ccc(CN2CCC(n3nccc3NC(=O)CCc3ccccc3)CC2)cc1,-0.9,5,1,-25,4,0,4,-1,-5,-1.7
CN1C2=NCCN2C(=O)c2cc(Cl)ccc21,-2.8,15,-4,25,1,-6,-6,4,2,-1.3
O=C(NCCCO)c1cc2c([nH]c3ccccc32)c(-c2ccccc2)n1,-4.6,21,-5,18,1,-1,8,-4,2,2.5
Cc1ccc(O)c(CNc2nccs2)c1,0.8,-4,-1,3,2,1,-6,-6,-7,1.4
Cc1ccc(C23CC4CC(CC(C(=O)OCC(=O)NC5CCS(=O)(=O)C5)(C4)C2)C3)cc1 (configuration not stated),-0.2,1,6,-17,0,-3,-1,-2,11,-2.5
COc1cccc(NC(=O)Nc2ccc3c(c2)OCO3)c1,-2.0,11,-1,12,-4,1,-10,-3,-1,0.7
O=C(C1CCCN1S(=O)(=O)c1ccc(Cl)cc1)N1CCN(c2ccccc2)CC1 (configuration not stated),-2.5,13,-1,4,-2,-6,-1,0,-2,0.8
O=C(C[n+]1ccccc1)N/N=C/c1ccccc1Cl,-2.6,11,5,-14,1,1,-13,9,-2,-0.3
CCC(=O)Nc1ccc(S(=O)(=O)N2CCc3ccccc32)cc1,0.2,-1,0,-1,-1,-1,0,x,-7,2.5
CCc1c(C(=O)OC)nnc2cc(C)nn12,2.8,-17,7,-20,-1,0,-9,6,1,1.0
COc1ccc(-n2nc(C(=O)Nc3cc(OC)c(OC)c(OC)c3)c3ccccc3c2=O)c(OC)c1,-1.9,10,-7,18,-7,-5,-1,0,8,0.5
COc1ccc(NC(=O)C2CCCN(S(=O)(=O)c3cccc4nonc34)C2)cc1 (configuration not stated),-3.4,15,-3,17,-1,-2,-12,-5,-1,0.2
COc1ccccc1CN1C[C@@H]2C[C@@H](c3ccccc3OC)N3CCC[C@@]23C1=O,-2.0,10,9,21,-5,0,-3,0,5,-1.5
CC(=O)Nc1ccc(SCC(=O)OCC(=O)NC(=O)NC2CCCC2)cc1,0.1,-1,-6,16,1,-6,-4,2,3,-0.3
Cc1cc[n+](CC(=O)Nc2nc3ccccc3s2)cc1,-1.9,10,3,-9,-4,4,1,5,2,-1.3
C/C=C/c1ccc(OCCOCCNCc2ccccc2)c(OC)c1,1.9,-9,1,-5,0,-4,4,-5,-4,-2.4
COCCN(Cc1nc(C2(c3ccc(C)cc3)CCCC2)no1)C(C)C,4.8,-23,-1,2,4,0,-4,-1,1,0.9
CN(C)S(=O)(=O)n1cnc([C@@H]2[C@@H]3C(=O)OC[C@@H]3C[C@]23N=CN(Cc2ccccc2)C3=O)c1,-1.4,8,1,-14,-5,-4,4,-4,3,2.2
CCOc1ccc(NC(=O)CN(C)C(=O)c2cc(-c3cccs3)nn2-c2ccccc2)cc1OCC,-1.7,9,1,-3,7,-4,-20,-2,-11,-1.1
CC(C)(C)c1cc(-c2n[nH]c(=S)n2-c2ccccc2F)n[nH]1,-1.6,8,-3,-12,-1,1,4,x,0,0.1
O=C(CN1C(=O)NC2(CCCC2)C1=O)Nc1ccc(F)c(F)c1F,-3.0,15,5,-14,2,-1,-5,-3,-2,-0.1
O=C(CSc1nc2c(sc3ccccc32)c(=O)n1-c1ccccc1)NCc1ccco1,-2.1,13,-5,13,-1,-8,-6,-3,-6,-5.3
CC(NC(=O)C(=O)N/N=C/c1ccccc1)c1ccccc1 (configuration not stated),0.5,-3,1,19,2,-8,3,x,-2,0.1
CC(C)(C)C1CCc2sc(-c3nnc(CCl)o3)cc2C1 (configuration not stated),5.3,-29,4,-4,-1,2,1,-2,-2,1.2
CCCCN1C2=NC(c3ccccc3)CN2c2ccccc21 (configuration not stated),-0.9,5,0,11,2,2,-2,-1,1,3.3
COc1ccc(Cl)cc1CNCCCSc1ncccn1,-2.7,14,1,-18,7,-2,-4,-1,-2,-0.1
CCOc1cc(/C=C\c2nc(O)c([N+](=O)[O-])c(=O)[nH]2)ccc1OC(C)CC (configuration not stated),-4.0,23,1,-5,-10,-2,1,-6,0,-2.2
O=C(c1ccccc1)N1CCN(S(=O)(=O)N2CCCCCC2)CC1,1.1,-7,4,-3,0,-4,-2,2,9,0.9
Cc1[nH]c2ccc(C(=O)NC3CCCC3)cc2c1C,-3.9,15,11,-20,-3,-6,-8,-7,1,-1.1
CCOC(=O)/C(C#N)=C/c1ccc(N2CCCCC2)cc1,3.5,-17,-2,5,3,-2,-14,1,9,-0.2
COc1ccc(C(=O)NCc2nc(C)c(C)s2)cc1OC1CCN(C(C)C)CC1,-1.1,5,-2,4,3,-1,-3,2,0,0.3
CCOc1ccc(OCC)c(NC(=O)CCn2c(=O)oc3ccccc32)c1,-2.2,11,-1,3,7,-4,-1,7,0,-0.3
CC(=O)Nc1cccc(C(=O)NNC(=O)c2ccc(-n3cnnn3)cc2)c1,-2.6,12,0,0,2,-2,-1,6,1,1.6
CCC(=O)c1ccc(OCC(=O)NNC(=O)c2cc(C)oc2C)cc1,-0.3,2,-9,-4,-1,-5,-9,-2,0,-0.4
O=C(/C=C\Nc1ccc2c(c1)OCO2)c1ccc2c(c1)OCO2,0.9,-4,1,-4,-5,-4,-3,3,6,2.9
CCn1c(SCC(=O)Nc2ccc3c(c2)OCO3)nnc1-c1ccccc1O,-1.2,7,8,0,-3,-2,2,-5,-1,-1.1
CCOC(=O)N1CCN(C(=S)NC(=O)c2ccc(F)c(F)c2)CC1,-0.9,4,-5,12,0,-4,-7,1,5,0.2
CC(C)CC(=O)Nc1ccccc1N1CCN(c2ccccc2)CC1,-0.3,2,-4,10,-1,6,-1,8,-1,0.3
CCC(C)n1c(SCC(=O)/C(C#N)=C(\C)N)nc2ccccc2c1=O (configuration not stated),-1.4,8,-2,0,-3,3,1,-1,2,-0.8
COc1cccc(NC(=O)CN(C)C(=O)c2cc(C3CC3)nn2-c2ccccc2)c1,-4.4,16,2,13,-3,-7,-13,-5,0,-0.2
